RGS4 inh – Inhibitors of Regulator of G Protein Signaling (RGS) 4: qHTS; Transcreener GDP fluorescence polarization, RGS4-accelerated GTP hydrolysis; Potency, µM (top dose mostly 114 µM), without a hit: at the top dose activity change, negative = inhibition, actives largely listed as inhibitors; hit rate 0.039% among 390,000; Regulator of G-protein signaling 4 (Homo sapiens), P49798; note: % is set by controls: 0 for no effect and ±100 for the full control effect; nearly all actives have a fitted effect of over 75% in size; some results filed as inactive show a strong effect at the top dose
Target sequence (P49798 whole entry, looked up): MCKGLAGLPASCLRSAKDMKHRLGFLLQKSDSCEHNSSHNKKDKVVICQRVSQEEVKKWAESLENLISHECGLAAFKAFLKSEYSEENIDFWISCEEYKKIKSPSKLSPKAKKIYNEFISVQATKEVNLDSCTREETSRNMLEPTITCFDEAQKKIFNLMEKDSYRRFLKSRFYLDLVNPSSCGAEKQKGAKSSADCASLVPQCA
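MLSMR compounds (23 nl, pin-transferred) preincubated 10 min at room temperature with a 500nM (2x) first reagent, then RGS4 at 900nM (2x) plus Transcreener GDP mix added; fluorescence polarization (620/688 nm) read before and after 90 min at 30 °C.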
RXFP1 ag – qHTS Assay for Agonists of the Relaxin Receptor RXFP1 | Relaxin receptor 1 (Homo sapiens), Q9HBX9 | HEK293T-RXFP1 cAMP TR-FRET, 30 min; response scale: percent of porcine relaxin response, buffer zero | Potency, µM (doses to about 57.5 µM), for the others: top-dose activation, most hits filed as activators | hit rate 0.3% among 370,000 | AID 2676, 2010; note: % is set by controls: 0 for no effect and ±100 for the full control effect; nearly all actives have a fitted effect of over 60% in size; many of its hits are not listed in these tables
Target sequence (Q9HBX9 whole entry, looked up): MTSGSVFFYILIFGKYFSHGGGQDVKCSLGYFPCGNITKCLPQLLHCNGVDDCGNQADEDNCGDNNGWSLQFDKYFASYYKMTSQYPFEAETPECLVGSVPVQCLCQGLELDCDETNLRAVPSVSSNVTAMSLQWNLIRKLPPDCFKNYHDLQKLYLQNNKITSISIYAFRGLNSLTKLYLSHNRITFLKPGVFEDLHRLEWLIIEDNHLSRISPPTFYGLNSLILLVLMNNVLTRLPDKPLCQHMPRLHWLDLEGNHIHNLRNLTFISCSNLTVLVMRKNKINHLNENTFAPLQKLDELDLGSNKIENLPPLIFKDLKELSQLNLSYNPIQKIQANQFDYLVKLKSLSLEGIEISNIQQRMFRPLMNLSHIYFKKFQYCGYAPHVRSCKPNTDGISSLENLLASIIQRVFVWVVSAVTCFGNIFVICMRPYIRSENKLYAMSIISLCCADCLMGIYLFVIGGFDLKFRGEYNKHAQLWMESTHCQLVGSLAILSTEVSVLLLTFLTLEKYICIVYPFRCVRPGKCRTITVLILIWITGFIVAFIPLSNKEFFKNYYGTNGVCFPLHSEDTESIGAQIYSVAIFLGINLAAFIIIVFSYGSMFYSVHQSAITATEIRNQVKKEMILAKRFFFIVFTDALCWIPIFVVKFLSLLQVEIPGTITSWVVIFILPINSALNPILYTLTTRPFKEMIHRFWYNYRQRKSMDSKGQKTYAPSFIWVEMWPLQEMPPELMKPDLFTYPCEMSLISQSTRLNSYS
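HEK293T cells stably expressing RXFP1 were pretreated with the PDE4 inhibitor Ro 20174, exposed to compounds for 30 min at 37C, lysed, and cAMP was read by TR-FRET. Data normalized to buffer (basal) and 29 nM porcine relaxin (100%).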
TrxR1 inh – qHTS Assay for Inhibitors of Mammalian Selenoprotein Thioredoxin Reductase 1 (TrxR1): qHTS | recombinant rTrxR1, NADPH fluorescence consumption, selenite substrate | AID 588453, 2011 | Potency, µM (titrated, usually from 114 µM), inactives show at the highest dose activity change, negative = inhibition, most hits filed as inhibitors | hit rate 1% among 390,000; note: % is set by controls: 0 for no effect and ±100 for the full control effect; nearly all actives have a fitted effect of over 65% in size
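Rat TrxR1 (90 nM in the dispensed reagent) was pre-reduced with 400 uM NADPH for 5 min at room temperature, then incubated with compound for 15 min. After 400 uM selenite was added, NADPH fluorescence (Ex 340/Em 450 nm) was followed for 8 min.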
USP1 inh – Inhibitors of USP1/UAF1: Primary Screen; recombinant USP1/UAF1, Ub-Rhodamine cleavage fluorescence; hit rate 0.23% among 390,000; Ubiquitin carboxyl-terminal hydrolase 1 (Homo sapiens), O94782; Potency, µM (top dose mostly 57.1 µM), for the others: at the top dose activity change, negative = inhibition, most hits filed as inhibitors; AID 743255, 2014; note: % is set by controls: 0 for no effect and ±100 for the full control effect; nearly all actives have a fitted effect of over 60% in size; inactives centre near -12
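Step one: compound is pinned into 1nM USP1/UAF1 in HEPES pH 7.8 buffer with TCEP. Step two: 15 min room-temperature incubation. Step three: Ub-Rho (150nM final) starts cleavage, tracked by fluorescence over six one-minute reads.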
TrxR1 substrate – qHTS Assay for Substrates of Mammalian Selenoprotein Thioredoxin Reductase 1 (TrxR1): qHTS | Potency, µM (highest dose often 114 µM), for the others: at the highest dose activity change, negative = substrate turnover | Thioredoxin reductase 1, cytoplasmic (Rattus norvegicus), O89049 | purified TrxR1 substrate turnover, NADPH consumption readout | hit rate 0.01% among 390,000; note: % is set by controls: 0 for no effect and ±100 for the full control effect; nearly all actives have a fitted effect of over 50% in size
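Rat TrxR1, dispensed at 90 nM, was prereduced with 400 uM NADPH (final) for 5 min at ~22 deg C, then incubated with compound 15 min before 400 uM selenite. A first-read NADPH fluorescence drop versus no-compound background flagged substrates.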
12-LOX inh – Primary qHTS assay for inhibitors of human arachidonate 12S-lipoxygenase (ALOX12): Round 2 | Potency, µM (doses to about 108 µM), for the others: top-dose activity change, negative = inhibition, most hits filed as inhibitors | hit rate 1.1% among 580,000 | AID 1671190, 2021 | Polyunsaturated fatty acid lipoxygenase ALOX12 (Homo sapiens), P18054 | purified 12hLO, xylenol orange hydroperoxide absorbance; note: % is set by controls: 0 for no effect and ±100 for the full control effect
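Purified human 12hLO (150 nM final) in 25 mM Hepes, 0.01% Triton X-100, pH 7.0 was preincubated 15 min at room temperature with compound. Then 40 uM arachidonic acid was added, 30 min. Hydroperoxide was read by Fe-XO absorbance ratio 573/405 nm.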
Vif-A3F inh – qHTS for Inhibitors of Vif-A3F Interactions: qHTS; HeLa A3F-eYFP + Vif (tagged APOBEC3F with the HIV-1 protein that degrades it), YFP fluorescence increase; Potency, µM (highest dose often 46.1 µM), inactives show top-dose activity, negative = active; hit rate 0.2% among 390,000; note: % of control where 0% means no effect; nearly all actives have a fitted effect of over 65% in size
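HeLa cells stably expressing A3F-eYFP plus Vif, plated and incubated overnight at 37 deg C, then exposed to compounds overnight at 37 deg C. Blocked degradation read as raised yellow fluorescence (Ex 488/Em 500-530).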
Vif-APOBEC3G blk – qHTS for Inhibitors of Vif-A3G Interactions: qHTS; DNA dC->dU-editing enzyme APOBEC-3G (Homo sapiens), Q9HC16; HeLa A3G-eYFP + Vif (tagged APOBEC3G with the HIV-1 protein that degrades it), YFP fluorescence, overnight; Potency, µM (doses to about 46.1 µM), for the others: at the top dose activity, negative = active, actives largely listed as inhibitors; hit rate 0.076% among 410,000; AID 602310, 2012;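 note: % is set by controls: 0 for no effect and ±100 for the full control effect; nearly all actives have a fitted effect of over 60% in size; hits raise eYFP signal because A3G escapes Vif-driven loss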
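Read-out is eYFP fluorescence (Ex 488/Em 500-530) from Vif-expressing HeLa A3G-eYFP cells; more signal means A3G escaped Vif-mediated degradation. Cells plated overnight, compound pinned in, incubated overnight at 37 deg C.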
IDH1 R132H inh – qHTS for Inhibitors of mutant isocitrate dehydrogenase 1 (IDH1): qHTS; Isocitrate dehydrogenase [NADP] cytoplasmic (Homo sapiens), O75874; IDH1-R132H enzyme, NADPH consumption, diaphorase/resazurin fluorescence; Potency, µM (titrated, usually from 76.6 µM), without a hit: top-dose activity change, negative = inhibition, hits mostly inhibitors; hit rate 0.093% among 390,000; AID 602179, 2012; note: % is set by controls: 0 for no effect and ±100 for the full control effect; nearly all actives have a fitted effect of over 65% in size
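IDH1-R132H (0.5 ug/mL dispensed) in pH 7.5 Tris buffer was preincubated 30 min with compound, then given a substrate mix of 0.016 mM NADPH and 2 mM alpha-KG for 80 min at room temperature; remaining NADPH was read by diaphorase/resazurin fluorescence.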
* = called active by the depositor; i = inactive; ? = inconclusive; . = no result given; & = joins results of further samples; [ ] = another dose, or the depositor's remark. Calls come from the whole dose curve; as a rule, active = well fitted curve in the direction sought with a large enough effect; inconclusive = small, poorly fitted or top-dose-only effect, or another doubt; inactive = no such curve, though single readings can be large; an effect the other way counts as inactive or inconclusive. Potency is the fitted concentration of half-maximal effect. This is a subset (hit frequency here may not be typical).

SMILES	RGS4 inh	RXFP1 ag	TrxR1 inh	USP1 inh	TrxR1 substrate	12-LOX inh	Vif-A3F inh	Vif-APOBEC3G blk	IDH1 R132H inh
CCc1ccccc1Nc1nc2ccccc2[nH]1	6%	.	19%	-12%	3%	185%[activator]	-5%	?	0%
CC1(c2ccc3ccccc3c2)NC(=O)N(CC(N)=O)C1=O (configuration not stated)	2%	0.9%	12%	-12%	5%	i	1%	-2%	-4%
Cc1cc(C)c(S(=O)(=O)NCC(c2ccc3c(c2)OCO3)N2CCOCC2)c(C)c1 (configuration not stated)	-9%	-0.7%	15%	-9%	5%	-27%	6%	-4%	3%
N#Cc1cnn2c(=O)[nH]cnc12	.	.	.	-12%	.	?	0%	-2%	8%
COC(=O)C1=C(C)N(C)C(=O)NC1c1ccc([N+](=O)[O-])o1 (configuration not stated)	-44%	0.8%	?	-22%	-6%	-21%	-6%	-5%	6%
Cc1nc(N2CCOCC2)c2c(C)c(C(=O)Nc3ccc(F)cc3Cl)sc2n1	-44%	?	23%	-15%	7%	-24%	-4%	1%	5%
COc1ccc(S(=O)(=O)NC(C)C(=O)N2CCCCCC2)cc1 (configuration not stated)	-7%	0.2%	0%[57.1 µM]	-19%	6%[57.1 µM]	-6%	-6%	1%	-3%
O=C(Nc1sccc1C(=O)N1CCOCC1)c1cccnc1	-11%	-1.3%	-5%	-12%	5%	1%	-22%	2%	12%
COc1ccc(NC(=O)CCc2ccccc2)cc1S(=O)(=O)N1CCOCC1	26%	0.2%	23%	-23%	6%	-2%	5%	1%	1%
CC(C)CCNC(=O)c1nnc(Cc2ccc(Cl)cc2)o1	-11%	1.8%	21%	-20%	6%	6%[57.4 µM]	-2%	2%	13%
CC(C)C[C@H](NC(=O)[C@@H](Cc1ccccc1)n1c(=O)[nH]c2ccccc2c1=O)C(=O)N[C@@H](Cc1ccccc1)C(=O)O	27%	2.3%	3%	-13%	0%	12%	4%	1%	-7%
C/C=C/C=C\C(=O)Nc1cccc(C2=NOC3(C2)C[C@@H](C(N)=O)N(C(=O)c2cc([N+](=O)[O-])cc([N+](=O)[O-])c2C)C3)c1 (some centres not stated)	?	0.0%	16µM*	-19%	5%[57.1 µM]	16µM*	2%	-2%	-3%
COc1ccc(-n2nnnc2/C=C/Nc2cc(C(F)(F)F)ccc2OC)cc1	-20%	-1.7%	30%	-23%	9%	?	-4%	-2%	1%
Cc1nc2cccc(C(=O)Oc3ccc([N+](=O)[O-])cc3)c2o1	8%	2.1%	-21%[57.1 µM]	-23%	6%[57.1 µM]	41%[activator]	2%	-1%	9%
CCCCCCn1c(SCC(=O)NC2CCS(=O)(=O)C2)nc2ccccc2c1=O (configuration not stated)	.	.	.	-9%	.	3%	-8%	-3%	-9%
CCCC1NC(=O)c2cccnc2-n2c1nc1ccc(Br)cc1c2=O (configuration not stated)	.	.	.	-8%	.	-13%	-1%	2%	1%
c1ccc(-c2ccccc2OCc2nnc3n2CCC3)cc1	14%	0.3%	7%	10%	-2%[57.1 µM]	-4%	-13%	1%	11%
CSc1ccccc1NC(=O)c1ccoc1C	-2%	1.2%	3%	-12%	-3%	-3%	-8%	-1%	-2%
CC(C)=CC(=O)Nc1nnc(-c2ccc(F)cc2)s1	-18%	-0.2%	35%	-10%	-3%	?	-6%	-3%	0%
CC(C)N(CC#CCC(O)(c1ccccc1)c1ccccc1)CCO	-18%	1.1%	37%[57.1 µM]	-9%	-14%[57.1 µM]	?	15%	0%	6%
O=C(/C=C/c1c(F)cccc1Cl)Nc1ccc(S(=O)(=O)Nc2ncccn2)cc1	-1%	0.5%	-15%	-6%	-11%	0%	1%	2%	-3%
COc1ccc(C(=O)NC(=O)Nc2cc(C)ccn2)cc1	8%	3.6%	23%	-5%	10%	3%	-7%	-1%	6%
CC(C)n1c(-c2ccncc2)n[nH]c1=S	13%	-1.4%	-1%	-3%	-3%	-5%	8%	0%	-1%
Clc1ccccc1Cn1nnc(-c2ccccc2)n1	-1%	-2.0%	19%[57.1 µM]	7%	6%[57.1 µM]	-4%	-5%	-3%	-10%
Cc1noc(Cn2c(=O)c3ccccc3n(CC(=O)Nc3cccc(Cl)c3C)c2=O)n1	10%	-0.9%	26%	-10%	1%	-11%	-2%	-1%	13%

In a second layout: 2 of the compounds above
smiles | RGS4 inh | RXFP1 ag | TrxR1 inh | USP1 inh | TrxR1 substrate | 12-LOX inh | Vif-A3F inh | Vif-APOBEC3G blk | IDH1 R132H inh
N#Cc1cnn2c(=O)[nH]cnc12 | . | . | . | -12% | . | ? | 0% | -2% | 8%
COC(=O)C1=C(C)N(C)C(=O)NC1c1ccc([N+](=O)[O-])o1 (configuration not stated) | -44% | 0.8% | ? | -22% | -6% | -21% | -6% | -5% | 6%

The main list resumes, starting 2 compounds before the break.
SMILES	RGS4 inh	RXFP1 ag	TrxR1 inh	USP1 inh	TrxR1 substrate	12-LOX inh	Vif-A3F inh	Vif-APOBEC3G blk	IDH1 R132H inh
Clc1ccccc1Cn1nnc(-c2ccccc2)n1	-1%	-2.0%	19%[57.1 µM]	7%	6%[57.1 µM]	-4%	-5%	-3%	-10%
Cc1noc(Cn2c(=O)c3ccccc3n(CC(=O)Nc3cccc(Cl)c3C)c2=O)n1	10%	-0.9%	26%	-10%	1%	-11%	-2%	-1%	13%
Cc1ccccc1N1CCN(C2CCCN(C(=O)c3cn4c(C)cccc4n3)C2)CC1 (configuration not stated)	13%	-1.3%	6%	-14%	0%	12%	0%	1%	3%
COc1ccc(OCc2cc(=O)c3ccc4c(c3o2)C=CC(C)(C)O4)cc1OC	-8%	.	10%	-30%	-1%	?	1%	0%	3%
COc1ccc(NC(=O)c2ccc(NCC3CCCO3)c([N+](=O)[O-])c2)cc1 (configuration not stated)	31%	-1.9%	-7%	-5%	-12%	-16%	-15%	-4%	-5%
O=C(NC1=NCCS1)c1ccc([N+](=O)[O-])cc1Cl	-13%	0.2%	26%[57.1 µM]	-19%	-18%[57.1 µM]	-8%	-12%	-1%	10%
COc1cc(NC(=O)c2cc(-c3cccnc3)nc3ccc(Br)cc23)cc(OC)c1	4%	25%	18%[57.1 µM]	-18%	-14%[57.1 µM]	-7%	-9%	-19%	0%
OCC(Cc1ccccc1)Nc1c2ccccc2nc2ccccc12 (configuration not stated)	-1%	-0.9%	7%	-5%	0%[57.1 µM]	-29%	-3%	2%	8%
CC(C)C(=O)Nc1nnc(SCC(=O)NCC2CCCO2)s1 (configuration not stated)	9%	-1.6%	16%[57.1 µM]	-12%	-4%	-4%	1%	3%	-1%
O=C(CCC(=O)N1CCN(c2ccc(F)cc2)CC1)c1ccccc1	-3%	1.0%	22%	-23%	4%	-19%	2%	-2%	-11%
O=C1COc2cccnc2N1	-6%	1.6%&-0.6%	-7%	-12%	-1%	0%	4%	0%	3%
CC(=O)Nc1nc(NCc2ccccc2Cl)n(-c2ccccc2)n1	7%	-1.9%	14%	-12%	-1%	13%	4%	-1%	-7%
COc1ccc(-c2cn3cccnc3n2)cc1NC(=O)c1cccs1	18%	0.7%	1%	0%	29%	-5%	-9%	1%	2%
CCc1sc(C(=O)Nc2nc(-c3ccccn3)cs2)cc1C	-36%	.	-2%	-8%	-6%	.	?	1%	2%
O=C(c1ccco1)N1N=C(c2cccs2)CC1c1cc([N+](=O)[O-])ccc1O (configuration not stated)	-21%	2.0%	?	-22%	-4%	?	-7%	-14%	-8%
CC(C)(C)c1ccccc1NC(=S)NCc1ccccc1	-32%	-0.4%	6%[11.4 µM]	-12%	6%[57.1 µM]	?	-3%	-2%	9%
COc1ccccc1CNC(=O)c1ccccc1OCc1ccc(F)cc1	9%	3.6%	18%	-25%	1%	-19%	-3%	-1%	4%
Cn1c(=O)n(C)c2cc(NC(=O)COc3ccc(Cl)cc3)ccc21	-6%	1.9%	7%	-18%	-1%	1%	-7%	-2%	-3%
Cc1ccc(S(=O)(=O)c2nc(NCc3ccc4c(c3)OCO4)sc2Cl)cc1	-1%	-1.1%	14%	-22%	2%	?	1%	2%	0%
CC1=C(C(=O)OC(C)C)C(c2ccccc2Cl)CC(=O)N1 (configuration not stated)	-21%	0.0%	7%	-8%	2%	-17%	2%	-3%	16%
CN(C)C(=S)NC(=O)c1cccc(Cl)c1	3%	3.3%	6%[57.1 µM]	4%	5%[57.1 µM]	-3%	?	0%	20%
CC12CC3(C)CC(C)(C1)CC(C(N)=O)(C2)C3	-10%	5.5%	37%[activator]	-27%	5%	1%	2%	1%	14%
